Rin1-Abl PPI inh: inhibitors of human Rin1-Abl protein interaction; AID 588664; P00519+Q13671; inhibition, % at 7.35 µM; TR-FRET Rin1/Abl binding, biochemical; hit rate 0.4% among 360,000; in the data active = inhibition above about 5%, passing the limit was not always enough
Neddylation inh: inhibitors of human cullin neddylation; P61081+Q13564; TR-FRET cullin neddylation, biochemical; calls only at 25 µM; hit rate 0.58% among 360,000; AID 651699; in the data active = inhibition above about 36%
Target sequence (P61081 whole entry, looked up): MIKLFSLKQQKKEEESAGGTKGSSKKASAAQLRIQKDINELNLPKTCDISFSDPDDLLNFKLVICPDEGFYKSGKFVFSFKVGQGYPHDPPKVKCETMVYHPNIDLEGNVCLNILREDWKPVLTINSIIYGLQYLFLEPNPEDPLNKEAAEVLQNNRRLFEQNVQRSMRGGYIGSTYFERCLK
Target sequence (Q13564 whole entry, looked up): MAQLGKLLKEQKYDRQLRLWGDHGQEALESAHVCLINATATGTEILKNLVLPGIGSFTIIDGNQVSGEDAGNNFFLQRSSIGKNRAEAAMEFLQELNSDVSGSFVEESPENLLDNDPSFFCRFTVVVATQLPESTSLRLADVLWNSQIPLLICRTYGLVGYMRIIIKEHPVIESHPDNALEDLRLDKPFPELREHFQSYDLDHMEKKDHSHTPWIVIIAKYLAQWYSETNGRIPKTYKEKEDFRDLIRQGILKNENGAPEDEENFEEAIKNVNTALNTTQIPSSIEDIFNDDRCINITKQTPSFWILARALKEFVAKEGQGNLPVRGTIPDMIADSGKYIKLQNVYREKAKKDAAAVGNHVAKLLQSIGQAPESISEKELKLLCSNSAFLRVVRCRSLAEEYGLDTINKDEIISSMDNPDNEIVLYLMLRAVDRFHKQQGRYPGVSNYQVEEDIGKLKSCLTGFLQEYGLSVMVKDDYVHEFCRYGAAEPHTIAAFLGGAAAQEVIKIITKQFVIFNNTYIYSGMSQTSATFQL
Rpn11 inh: blocks the human proteasome subunit Rpn11; O00487; human 26S proteasome, Ub4-pepOG fluorescence polarization; 20S core pre-blocked with epoxomicin; calls only at 20 µM; hit rate 0.59% among 360,000; AID 588493;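 active = inhibition at 20 µM, scaled to each plate's controls, above about 33%, limit read from the data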
CSN deneddyl inh: CSN deneddylation inhibition; Q92905; Purified CSN, SCF-Nedd8-OG deneddylation, fluorescence polarization; inhibition, % at 12.5 µM; hit rate 0.38% among 360,000;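 active = pattern-corrected inhibition above about 35%, with an unprinted fluorescence ratio check between 0.5 and 1.5, limit read from the data, passing the limit was not always enough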;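 also: 0% = enzyme with substrate and 100% = substrate without enzyme; some results filed as inactive read as strong as hits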
Target sequence (Q92905 whole entry, looked up, one chain of several): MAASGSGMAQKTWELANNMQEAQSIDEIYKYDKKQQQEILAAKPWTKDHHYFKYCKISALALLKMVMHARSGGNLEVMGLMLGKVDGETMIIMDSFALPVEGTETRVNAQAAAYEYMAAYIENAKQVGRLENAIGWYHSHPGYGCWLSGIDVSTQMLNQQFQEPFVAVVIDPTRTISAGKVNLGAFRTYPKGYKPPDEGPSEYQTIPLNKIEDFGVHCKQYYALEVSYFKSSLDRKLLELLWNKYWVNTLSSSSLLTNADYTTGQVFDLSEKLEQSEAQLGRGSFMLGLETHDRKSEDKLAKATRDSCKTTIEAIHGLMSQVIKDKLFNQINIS
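Detection – fluorescence polarization · System – HEK293T-derived human Csn5 enzyme · Controls – substrate-only high control, full reaction low control · Timing – 90 min, room temperature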
MLLE-PAM2 inh: inhibitors of microRNA-mediated deadenylation, human PABP1 MLLE binding. hit rate 0.36% among 360,000. P11940. GST-MLLE / FITC-PAM2 fluorescence polarization. inhibition, % at 20 µM; in the data active = inhibition above about 35%, passing the limit was not always enough;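 also: plate controls were DMSO wells with GST-MLLE for no effect and wells lacking GST-MLLE protein for full effect; some results filed as inactive read as strong as hits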
MT1-MMP act inh: blocks activation of human MT1-MMP. HT1080 RFP-PRO-GFP cells, GFP/RFP ratio fluorescence, overnight; percent of plate control window, DMSO zero. hit rate 0.061% among 360,000. GFP/RFP ratio change, % at 20 µM;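 active = GFP/RFP ratio change of at least 30% with cell ATP level not reduced by more than half and red fluorescence within 50% of control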; also: strong numbers were not always called active
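Assay system: HT1080 RFP-PRO-GFP cells. Benchmarks: DMSO vehicle wells and RFP-L50D-GFP reporter cell wells. Times: overnight cell settling, then overnight compound exposure, 37 °C, 5% CO2. Compound: 20 µM single dose, 1% DMSO. Read-out basis: GFP/RFP fluorescence ratio.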
FAS-TE inh: blocks the thioesterase domain of human fatty acid synthase. P49327. recombinant FAS-TE, OMFH fluorogenic substrate, fluorescence endpoint. inhibition, % at 15 µM. hit rate 0.67% among 360,000;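 active = compounds whose normalised, plate-corrected inhibition of enzyme fluorescence in the single-dose primary screen is 50% or more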;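 also: 0% = DMSO with enzyme and 100% = substrate without enzyme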
NadD block: blocks S. aureus nicotinate mononucleotide adenylyltransferase | purified NadD enzyme, colorimetric absorbance read-out | inhibition, % at 20 µM | hit rate 0.78% among 360,000 | AID 602399; in the data active = inhibition above about 26%; also: some compounds past the cut are filed as inactive
SKN-1 block: C. elegans SKN-1 inhibition | C. elegans VP596 Pgst-4::GFP/RFP ratio, acrylamide-induced, 24 h | inhibition, % at 21.8 µM | hit rate 0.49% among 360,000 | AID 624304;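 active = interference check ratio from 0.5 to 1.5 plus GFP to RFP signal ratio inhibition reaching or exceeding a fixed threshold, cut at about 30% in these data, passing the limit was not always enough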; also: some compounds called inactive have numbers as strong as hits
Numbers without * were called inactive; i = inactive; . = not tested or not shown; + = active, no number.

molecule,Rin1-Abl PPI inh,Neddylation inh,Rpn11 inh,CSN deneddyl inh,MLLE-PAM2 inh,MT1-MMP act inh,FAS-TE inh,NadD block,SKN-1 block
C#CCOCCOCCOCCNc1nc(N2CCN(C(=O)CCCCCCCCCCNC(=O)[C@H](CCCCN)n3cc(CCO)nn3)CC2)nc(N2CCN(C(=O)CCCCCCCCCCNC(=O)[C@H](CCCCN)n3cc(CCO)nn3)CC2)n1,19*,i,i,104*,-8,8,-15,9,-6
CC(=O)Nc1ccc(C)c(NS(=O)(=O)c2cccc(C(F)(F)F)c2)c1,-2,i,i,2,6,0,-2,-4,0
COc1ccccc1Cn1c(C(C)C)nc2ccccc21,-1,i,i,4,-6,0,5,-3,12
CN1CCN(C2Cc3cc(F)ccc3Sc3ccc(Cl)cc32)CC1 (stereo unspecified),1,i,i,-5,-13,-6,25,-7,-9
CC(C)[C@H](NC(=O)[C@@H]1CSC2c3ccccc3C(=O)N21)C(=O)NCC1CCCO1 (stereo partly specified),-2,i,i,-4,21,0,-6,-3,18
CCC(CC)N1CCN(CC2CC=CCC2)CC1 (stereo unspecified),-3,i,i,2,-12,0,-7,0,7
C=C(C)C1CCC2(C(=O)O)CCC3(C)C(CCC4C5(C)C(C=O)C(O)C(C)(C)C5CCC43C)C12 (stereo unspecified),-3,i,i,1,3,-11,2,11,12
COc1ccc(S(=O)(=O)NCCc2c[nH]c3ccccc23)cc1OC,2,i,i,-2,4,0,-3,-8,3
COCCn1c(COc2ccccc2)nnc1SCC(N)=O,2,i,i,4,-17,-1,-5,-5,-16
CC(OC(=O)Cn1[nH]c(=O)c2ccccc2c1=O)C(=O)NC1(C#N)CCCCC1 (stereo unspecified),0,i,i,5,-11,1,-7,1,-7
Cc1c(C(=O)NNC(=O)c2csc(N3CCOCC3)n2)cccc1[N+](=O)[O-],3,i,i,-9,5,-4,-5,-4,9
COCCOC(=O)c1c(C)oc2ccc(NS(=O)(=O)c3cccs3)cc12,2,i,i,-4,6,1,3,-6,4
COC(=O)c1ccccc1NC(=O)C1CCN(C(=O)Cc2ccccc2)CC1,-2,i,i,2,-6,-3,0,3,11
CC(C)(C)C(=O)Nc1ccc(S(=O)(=O)N2CCCC2)cc1,3,i,i,5,-4,1,-1,10,-6
CCN(C(=O)COC(=O)c1ccc(OCc2c(C)noc2C)cc1)c1ccccc1,1,i,i,-2,-10,-6,3,-1,11
COc1cccc(NC(=O)CN(C)C(=O)Cn2c(=O)oc3ccccc32)c1,0,i,i,2,-7,1,-4,-3,10
CSc1nc(Sc2ccc(Cl)cc2)c2ccccc2n1,1,i,i,3,7,8,15,8,-9
Cc1ccc(NC(=O)C/C(N)=N/O)cc1Cl,1,i,i,0,-12,0,-7,3,-2
Cc1sc2nc(CN3CCOCC3)nc(NCCc3ccccc3)c2c1C,2,i,i,1,-14,-4,1,-4,-10
O=C(CN1C(=O)CCS(=O)(=O)c2ccccc21)Nc1ccc2c(c1)OCCO2,-4,i,i,-2,10,6,-7,3,-9
COC(=O)CCSc1cc(NCCOC(C)=O)c([N+](=O)[O-])c2nonc12,-9,i,i,9,18,5,10,-3,11
COc1ccc(N(C(=O)c2cnccn2)C(C(=O)NC2CCCCC2)c2ccc(O)cc2)cc1 (stereo unspecified),-3,i,i,8,-2,2,-6,-2,4
O=C(NCc1ccccc1)C(c1ccc(F)cc1)N1CCN(C(=O)C2CCCO2)CC1 (stereo unspecified),.,i,.,-6,.,5,.,.,-12
Cc1ccc(-c2ccc(CN3C(C(C)C)C(=O)N(Cc4cn(CCC5OCCCO5)nn4)CCS3(=O)=O)cc2)cc1 (stereo unspecified),-1,i,i,1,-18,3,17,-4,-7
CN(C=[N+](C)C)c1cccc2c1C(=O)c1ccccc1C2=O,-11,i,i,-29,86*,1,-12,6,16
Cc1ccc(S(=O)(=O)Nc2ccc3nc(N)sc3c2)cc1,-5,i,i,0,-77,6,-2,4,-28
CCc1c(C)c2ccc(OCC(=O)N(C)C)c(C)c2oc1=O,-5,.,i,-2,8,2,-2,0,-10
Cc1ccc(C)c(CN2CCC(CNC(=O)Nc3ccc(C)c(C)c3)CC2)c1,-1,i,i,-3,0,4,-2,-7,-7
COc1cccc(NC(=O)CN(C)C(=O)c2ccc(NC3CC3)c([N+](=O)[O-])c2)c1,-5,i,i,-2,-5,6,-4,-2,-31
O=C(NC1CCN(S(=O)(=O)c2ccccc2C(F)(F)F)CC1)c1ccco1,-1,i,i,2,11,-2,-1,6,14

Entries of single compounds as entered above.
O=C(CN1C(=O)CCS(=O)(=O)c2ccccc21)Nc1ccc2c(c1)OCCO2 across the screens: Rin1-Abl PPI inh = -4; Neddylation inh = i; Rpn11 inh = i; CSN deneddyl inh = -2; MLLE-PAM2 inh = 10; MT1-MMP act inh = 6; FAS-TE inh = -7; NadD block = 3; SKN-1 block = -9
COc1ccccc1Cn1c(C(C)C)nc2ccccc21 across the screens: Rin1-Abl PPI inh = -1; Neddylation inh = i; Rpn11 inh = i; CSN deneddyl inh = 4; MLLE-PAM2 inh = -6; MT1-MMP act inh = 0; FAS-TE inh = 5; NadD block = -3; SKN-1 block = 12

The results go on:
molecule,Rin1-Abl PPI inh,Neddylation inh,Rpn11 inh,CSN deneddyl inh,MLLE-PAM2 inh,MT1-MMP act inh,FAS-TE inh,NadD block,SKN-1 block
COc1ccc(CNC(=S)Nc2cccc(OC)c2)cc1,1,i,i,-1,-4,-7,0,-7,11
O=C(Nc1cccc(-c2cccc(Cl)c2)c1)C1CCN(Cc2ccc(CO)o2)CC1,-2,i,i,0,-5,3,-2,-1,9
Cc1cccc(N2CCCC2=Nc2ccc(Br)cc2C#N)c1,1,i,i,4,0,3,18,-4,5
CCCCn1nnc(NC(=S)NC(=O)c2ccc(-c3cccc(Cl)c3Cl)o2)n1,-1,i,i,5,21,0,25,2,11
O=C(OC1CCCCC1=O)c1cc(S(=O)(=O)N2CCOCC2)ccc1F (stereo unspecified),-1,i,i,-2,-6,-3,-5,-2,-10
CCOc1ccc2nc(N3CCC(C(=O)N4CCN(c5ncccn5)CC4)CC3)sc2c1,-1,i,i,-6,11,5,3,-1,-8
COc1ccc(C(C(N)=O)c2ncc(C(F)(F)F)cc2Cl)cc1OC (stereo unspecified),1,i,i,108,6,-1,-2,-2,1
COc1cc(/C=C2\SC(=Nc3ccc(O)cc3)NC2=O)cc(OC)c1O,0,i,+,11,-147,-55,-4,5,-4
CSc1nc(-c2ccco2)nn1C(=O)CCc1ccccc1,-1,i,i,4,10,-2,7,-1,18
NC(=S)N/N=C/c1coc2cc(Br)ccc2c1=O,2,i,+,3,-50,-5,8,10,-11
CCOC(=O)c1c(CC(C)C)csc1NC=O,-2,i,i,1,-8,6,14,-6,15
CCNc1ccc(Br)cc(C(=O)/C=C/c2ccc(Cl)cc2Cl)c1=O,2,i,i,28,-97,-33,5,39*,-8
CN(C)C(=O)c1ccc(NC(=O)COC(=O)CCN=C2NS(=O)(=O)c3ccccc32)cc1,0,i,i,-2,-5,-6,-8,-7,27
Cc1ccc2nc(-c3cccc(Cl)c3)c(Cc3cccc(F)c3)n2c1,.,i,.,2,.,4,18,5,6
CCc1cc(N2CCOCC2)cc2c1[nH]c1ccccc12,1,.,i,-2,34,8,3,13,-2
O=C(NCc1cccc(C(F)(F)F)c1)C1C(=O)Nc2ccccc2C(=O)N1Cc1ccccc1 (stereo unspecified),.,i,.,-6,.,4,.,.,21
CC1=CN2C(=N)/C(=C/c3ccc(Sc4ccc(Cl)cc4)o3)C(=O)N=C2S1,1,i,i,10,-14,-7,-2,19,-4
COc1cc(C(=O)NC(=S)NNC(=O)[C@H]2C[C@@H]2c2ccccc2)cc(OC)c1OC,-3,i,i,3,-9,4,-3,2,-4
Cc1ccc(-n2c(=O)c3c4c(sc3n(Cc3cc(=O)n5ccccc5n3)c2=O)CCC4)cc1C,1,i,i,-7,-8,1,6,6,16
COc1ccc(Cl)cc1NC(=O)CCN1C(=O)C2C3C=CC(C4CC34)C2C1=O (stereo unspecified),-1,i,i,6,3,0,2,-3,-2
CCOC(=O)c1nn(-c2ccccc2)c(=O)cc1OCC(=O)Nc1ccccc1OCC,0,i,i,6,7,0,-7,0,-7
Cn1c(=O)n(C)c2cc(NS(=O)(=O)c3ccc4c(c3)CCCC4)ccc21,-4,i,i,-1,21,20,12,-2,-14
CC1CCCN(CCCNS(=O)(=O)c2ccc3c(c2)CCN3C(=O)C2CC2)C1 (stereo unspecified),3,i,i,3,3,1,-5,6,-12
CCc1nnc(SCC(=O)Nc2ccccc2)n1CC1CCCO1 (stereo unspecified),0,i,i,-1,-9,-2,-2,-3,7
CCN(C[C@H]1N[C@@](CC)(C(=O)OC)[C@H]2C(=O)N(C)C(=O)[C@@H]12)S(=O)(=O)c1ccc(-c2ccccc2)cc1,2,i,i,-1,-2,1,9,-2,4
CC1=C(C(=O)Nc2ccccc2C(=O)NCCCN2CCN(C)CC2)SCCO1,-1,i,i,7,-1,-1,-5,-5,11
CCSc1nnc2c(Cl)cc(Cl)cn12,-1,i,i,5,7,5,-4,4,-2
COC(=O)C1=CN(c2cccc(OCc3ccccc3)c2)C(N)=C(C#N)C1c1cccc(OC)c1OC (stereo unspecified),.,i,.,4,.,-5,.,.,-6
Cc1nc2c(OCC(=O)C(C)(C)C)cccn2c1N(C)Cc1cccs1,-2,i,i,0,10,-2,-5,1,24
C[C@H](NC(=O)C1CC(=O)N(c2ccc3c(c2)OCO3)C1)C(=O)NC1CCCC1 (stereo partly specified),2,i,i,1,-8,1,-8,1,4

(further entries)
molecule,Rin1-Abl PPI inh,Neddylation inh,Rpn11 inh,CSN deneddyl inh,MLLE-PAM2 inh,MT1-MMP act inh,FAS-TE inh,NadD block,SKN-1 block
O=C(CN1C(=O)NC2(CCCCCC2)C1=O)N1CCCCC1,1,i,i,-5,-15,1,-5,-5,2
CN(Cc1ccccc1)C(=O)CNC(=O)C12CC3CC(CC(C3)C1)C2,5,i,i,-1,-2,2,-5,-6,-6
CCOC(=O)C1=NN(c2ccc(Cl)cc2)C(c2ccccc2)CC1=O (stereo unspecified),-3,i,i,-1,-2,2,8,-5,-7
CS(=O)(=O)c1ccc([C@@H](O)[C@@H](CF)NC(=O)C(Cl)Cl)cc1,-1,i,i,1,2,2,-6,1,-10
O=C(c1ccccc1F)N1CCN(Cc2nc3sc4c(c3c(=O)[nH]2)CCCC4)CC1,-1,i,i,0,-11,-5,-1,-5,7
CCOC1=C2CN(S(=O)(=O)c3ccc(C)cc3)CC[C@@H]2N(S(=O)(=O)c2ccc(C)cc2)[C@H](c2ccccc2)C1,6,i,i,0,7,-4,49,6,1
CC(OC(=O)c1ccccc1C(=O)N(C)Cc1ccccc1)C(=O)NC1(C#N)CCCCC1 (stereo unspecified),1,i,i,-3,2,3,2,1,2
Nn1c(=O)c2ccccc2n2c(SCc3ccccc3)nnc12,-1,i,i,-2,6,-3,0,4,5
CC(NC(=O)C1C(=O)N(CCO)C2(C)CC1c1ccccc1O2)c1ccccc1 (stereo unspecified),2,i,i,-3,0,-2,-7,-4,22
CCN1C=C(Cc2ccccc2C)C2=C(C1)C(c1ccccc1C)C(C#N)=C(N)O2 (stereo unspecified),2,i,i,-3,-5,-3,2,10,18
O=C(CSc1ccc2nnc(-c3ccc(Cl)cc3)n2n1)N1CCCc2ccccc21,-5,i,i,-1,-27,-11,26,4,3

Screens (PubChem BioAssay)

The order is random; overall some 3.9% were active at least once.
